High-throughput results as filed in PubChem.
DRD3 antagonist = D3 dopamine receptor (human) antagonism; max response, negative = inhibition, %; D3R cells, DiscoveRx beta-arrestin luminescence, antagonist mode; active compounds read low; P35462; 360,000 tested, 2.5% active; AID 652054; in the data active = max response below about -50%; inconclusive = no clear call, values can overlap the other calls; note: % is set by controls: 0 for no effect and ±100 for the full control effect; mostly tested at two doses, the higher about 12 µM
Target sequence (P35462 whole entry, looked up): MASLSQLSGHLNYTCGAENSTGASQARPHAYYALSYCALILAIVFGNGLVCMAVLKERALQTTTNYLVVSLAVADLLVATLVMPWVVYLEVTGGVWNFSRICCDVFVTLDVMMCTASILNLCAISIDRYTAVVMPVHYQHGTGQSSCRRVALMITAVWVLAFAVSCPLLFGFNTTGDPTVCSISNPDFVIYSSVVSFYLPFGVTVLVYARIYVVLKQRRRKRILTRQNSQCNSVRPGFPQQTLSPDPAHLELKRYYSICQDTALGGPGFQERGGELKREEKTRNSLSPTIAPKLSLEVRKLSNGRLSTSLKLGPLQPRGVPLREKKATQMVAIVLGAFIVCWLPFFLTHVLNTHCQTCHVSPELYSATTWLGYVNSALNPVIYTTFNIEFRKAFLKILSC
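Cells plated overnight at 1500 cells/well, then exposed to library compounds with dopamine controls for 90 minutes at 37 degrees C. DiscoveRx reagent added for 30–60 minutes at room temperature; luminescence read, quantitative HTS format.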
Abeta yeast res = A-beta toxicity reversal in yeast. Potency, µM (series often up to 46.1 µM), without a hit: at the top dose growth rescue, hits mostly activators. 410,000 tested, 0.063% active. yeast expressing A-beta42, growth rescue, OD600, 48 h; response scale: 0% DMSO, 100% iron-clioquinol control. AID 1347071; note: potency is the fitted concentration of half-maximal effect; nearly all actives have a fitted effect of over 55% in size
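Growth rescue measured by 600 nm absorbance after 48 h yeast culture at 30 C with compound. Values normalized between DMSO and an equimolar ferric chloride plus clioquinol control.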
GLP-1R inv ag = inverse agonists of human GLP-1 receptor. P43220. HEK293 GLP-1R CRE-luciferase, luminescence, 24 h; GLP-1R form is constitutively active. Potency, µM (highest dose often 38.3 µM), inactives show at the top dose activity change, negative = inhibition, hits mostly inhibitors. 410,000 tested, 1.6% active. AID 624417; note: potency is the fitted concentration of half-maximal effect; % is set by controls: 0 for no effect and ±100 for the full control effect; nearly all actives have a fitted effect of over 55% in size
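Stable HEK293 clone (constitutively active GLP-1R + cAMP-response luciferase); 200 cells/uL plated, 12 h pre-culture, compound 24 hr, 37 deg C/5% CO2; detection reagent 12 min RT; luminescence.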
GLP-1R agonist = agonists of human GLP-1 receptor; P43220; HEK293 GLP-1R CRE-luciferase, luminescence, 4-6 h; cells express a hypersensitive GLP-1R form; Potency, µM (highest dose often 45.6 µM), inactives show top-dose activation, actives largely listed as activators; 380,000 tested, 0.007% active; AID 624172; note: potency is the fitted concentration of half-maximal effect; % of control where 0% means no effect
PTHR1 ag = agonists of human PTHR1 parathyroid hormone receptor. HEK293 GP2 PTHR1 cells, GloSensor cAMP luminescence, 1 h. Potency, µM (highest dose often 115 µM), without a hit: at the highest dose activation, most hits filed as activators. 410,000 tested, 0.075% active. Q03431. AID 743266; note: potency is the fitted concentration of half-maximal effect; nearly all actives have a fitted effect of over 55% in size; some results filed as inactive show a strong effect at the top dose; inactives centre near -15; many of its hits are not listed in these tables
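HEK-293-derived GP2 cells expressing PTHR1 and a GloSensor cAMP reporter, 3,000/well, plated overnight, given luciferin plus IBMX (each 0.5 mM as added) for 1 h at 37 °C, then compound for 1 h at 37 °C. Luminescence was read after 15 min at room temperature.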
aSyn rescue = rescues yeast growth from alpha-synuclein toxicity; Potency, µM (highest dose often 46.1 µM), inactives show at the top dose growth rescue (activation), actives largely listed as activators; 370,000 tested, 0.14% active; Yeast expressing alpha-synuclein, growth rescue, BacTiter-Glo, 24 h; note: potency is the fitted concentration of half-maximal effect; % of control where 0% means no effect; nearly all actives have a fitted effect of over 65% in size
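Rescue of yeast growth: cells expressing toxic alpha-synuclein, induced in galactose at OD600 0.02, incubated with compound 24 h at 30 C. ATP luminescence quantified growth; inhibitors of toxicity appear as activators.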
TDP-43 yeast inh = rescues yeast growth from TDP-43 toxicity; TDP-43 expressing yeast growth rescue, BacTiter-Glo, 24 h; Potency, µM (top dose mostly 46.1 µM), for the others: top-dose growth rescue (activation), usual class: activators; 410,000 tested, 1.8% active; note: potency is the fitted concentration of half-maximal effect; % of control where 0% means no effect; nearly all actives have a fitted effect of over 50% in size
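Readout is BacTiter-Glo luminescence of cell growth, so inhibitors register as activators. TDP-43-expressing yeast at OD600=0.02 in galactose medium, after raffinose pregrowth to mid-log, were incubated with compound for 24 hr at 30 deg C.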
FUS suppressor = FUS proteinopathy suppression in yeast; Potency, µM (highest dose often 76.6 µM), for inactives: top-dose growth rescue (activation), actives largely listed as activators; 390,000 tested, 0.24% active; S. cerevisiae FUS-expressing, growth rescue, OD600, 24 h;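 note: potency is the fitted concentration of half-maximal effect; plate controls were DMSO vehicle for no effect and reference control for full effect; nearly all actives have a fitted effect of over 55% in size; some results filed as inactive show a strong effect at the top dose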
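Cultures pregrown in 2.5% raffinose medium are shifted to minimal medium containing 2% galactose to express toxic FUS. Compounds are tested at several concentrations. After 24hr at 30C, growth is quantified at 600 nm absorbance.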
Akt phos inh = blocks phosphorylation of Akt. Neuro2A IGF-stimulated pAkt S473 HTRF, 20 min; active compounds read low. activity change, % for hits at 50 µM. 360,000 tested, 0.32% active; in the data active = activity change below about -80%; inconclusive = mostly about -51% to -80%; note: % is set by controls: 0 for no effect and ±100 for the full control effect
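Neuro2A cells (4,500/well, DMEM with 0.5% FBS) were treated with compound at a single 50 µM final concentration, stimulated with 6 nM IGF for 20 min at 37 °C, and lysed. Phospho-Akt Ser473 was read by HTRF as 665/615 ratio ×10^4.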
* marks the source's active call; other numbers are inactive results; i = inactive; ? = inconclusive; . = not tested or not shown; [ ] = dose if it differs, or a comment. Unless noted, calls come from the whole dose curve; as a rule, active = well fitted curve in the direction sought with a large enough effect; inconclusive = small, poorly fitted or top-dose-only effect, or another doubt; inactive = no such curve, though single readings can be large; an effect the other way counts as inactive or inconclusive. These rows are one share of the data; count on the stated rates, not on these rows.

SMILES	DRD3 antagonist	Abeta yeast res	GLP-1R inv ag	GLP-1R agonist	PTHR1 ag	aSyn rescue	TDP-43 yeast inh	FUS suppressor	Akt phos inh
CCCOc1ccc(S(=O)(=O)n2cc(F)c(=O)[nH]c2=O)cc1	3.5	4.6%	-22.7%	3.6%	-8.2%	9.9%	-16.9%	6.4%	i
Cc1c(NC(=O)/C(C#N)=C/C2CC=CCC2)c(=O)n(-c2ccccc2)n1C (stereo unspecified)	?	1.6%	13.2%	2.8%	-6.9%	9.3%	15.7%	17.8%	i
COc1ccc(-[n+]2c(C)cc(/C=C3\Sc4ccccc4N3C)cc2C)cc1	-21.8	-81.2%[inhibitor]	?	0.0%	-29.4%	-66.2%[inhibitor]	-90.8%[inhibitor]	39.8%	i
Cc1ccc2c(c1)C(c1ccccc1)N(C(=O)c1ccc(Br)o1)CC(=O)N2 (stereo unspecified)	2.5	?	?	25.8%	i	?	21.9%	19.8%	i
Cc1c(NC(=O)c2ccccc2NS(=O)(=O)c2ccc(Br)cc2)c(=O)n(-c2ccccc2)n1C	-22.7	6.1%	?	1.1%	-21.2%[57.5 µM]	-1.8%	-2.7%	53.9%	i
C=CCNC(=O)CN1CCC(NC(=O)c2ccco2)CC1	-6.4	-3.8%	6.8%	5.2%	i	-3.7%	-2.4%	-2.6%	i
CC(Sc1n[nH]c(-c2ccccc2F)n1)C(=O)Nc1ccc(S(N)(=O)=O)cc1 (stereo unspecified)	-16.7	2.1%	6.8%	-16.9%	i	-6.6%	11.0%	.	i
CCOC(=O)c1cc(-c2csc(Nc3ccccc3Cl)n2)on1	9.3	-7.2%	20.4%	5.0%	-45.8%[inhibitor]	-5.1%	-24.3%	-2.4%	i
Cc1ccc(NC(=O)CN(C)S(=O)(=O)c2cnc[nH]2)c(C)c1	-12.8	1.0%	-10.5%	-2.6%	-0.4%	-5.4%	10.1%	-28.7%	i
Cc1ccccc1-c1nc2c(s1)CCc1onc(-c3ccc(Cl)cc3)c1-2	22.3	0.9%	17.0%	-0.7%	-15.1%	-5.4%	5.7%	-11.8%	i
CCCCCCNC(=O)c1c(O)c2cccc3c2n(c1=O)CCC3	7.1	-24.0%	6.5%	-1.2%	-14.0%[57.5 µM]	13.0%	-5.6%	-4.5%	i
CCc1ccccc1NC(=O)CNC(=O)c1cc(C2CC2)nc2c1cnn2C(C)C	9.9	-6.6%	?	20.2%	-16.1%	7.3%	?	?	i
S=c1[nH]ncn1NCc1ccc(Cl)cc1Cl	1.8	21.0%	23.8%	-2.4%	17.6%	2.0%	?	6.9%	i
O=c1c2ccccc2cnn1Cc1cccc(Br)c1	-5.4	0.9%	?	23.4%	-3.4%	14.1%	12.9%[9.22 µM]	-7.0%	i
Oc1c(Br)cc(Br)cc1CNc1nccs1	-9.7	18.6%	?	-0.7%	i	-13.1%	4.0%	-8.5%	i
CCN1C(=O)[C@H]2[C@@H](c3ccc(OC)cc3)N[C@]3(CCCN(Cc4ccc(C(F)(F)F)cc4)C3=O)[C@H]2C1=O	-16.1	-2.9%	-0.2%	-0.3%	-25.2%	-0.5%	23.7%	32.1%	i
CCn1c(SCC(N)=O)nnc1-c1ccc(OC)c(OC)c1	7.2	-6.2%	3.8%	-8.3%	i	0.8%	-13.2%	17.4%	i
CCCSc1cc(NCCOC(C)=O)c([N+](=O)[O-])c2nonc12	3.6	-4.2%	0.6%	11.6%	-13.8%	3.1%	0.0%	-5.9%	i
COc1ccc(CCNC(=O)c2ccc3c(SCC(=O)O)c4c(nc3c2)CCCC4)cc1OC	0.2	5.9%	8.5%	-2.2%	?	-0.9%	6.5%	-4.4%	i
Nc1sc(-c2ccccc2)n[n+]1Cc1cccc2cccnc12	1.4	-15.2%	-28.9%	14.3%	-55.1%[inhibitor]	6.4%	4.5%	-6.9%	i
CN(C(=O)COC(=O)c1c[nH]c2ccccc12)c1ccccc1	-5.0	1.5%	?	-3.5%	-33.8%[inhibitor]	0.7%	1.4%	-19.1%	i
CCOc1cc(/C=N/NC(=O)c2cc(-c3cccc(OC)c3)nc3ccccc23)ccc1O	96.4	9.4%	-12.1%	9.4%	-17.0%	-0.9%	-4.1%	25.7%	i
COc1ccc(C2CC(c3ccccc3OC(C)=O)=NN2C(=O)/C=C/c2ccccc2)cc1OC (stereo unspecified)	15.2	18.7%	?	0.5%	i	17.8%	9.6%	.	i
O=C(NC1CCCCC1)c1ccc(-c2ccccc2[N+](=O)[O-])o1	?	-23.4%	?	13.6%	-8.6%	-6.3%	-2.2%	8.7%	i
C#CCONC(=O)c1cc(OCC(F)(F)F)ccc1OCC(F)(F)F	17.7	-6.2%	26.9%	-9.3%	i	-0.6%	9.0%	3.0%	i
O=C(NCc1ccc2c(c1)OCO2)C1CC(=O)N(C2CCCC2)C1 (stereo unspecified)	-14.2	-13.3%	9.5%	-4.0%	i	7.4%	-15.0%	35.8%	.

Entries of single compounds as entered above. Screens in order: DRD3 antagonist | Abeta yeast res | GLP-1R inv ag | GLP-1R agonist | PTHR1 ag | aSyn rescue | TDP-43 yeast inh | FUS suppressor | Akt phos inh
`COc1ccc(C2CC(c3ccccc3OC(C)=O)=NN2C(=O)/C=C/c2ccccc2)cc1OC` (stereo unspecified) is entered as 15.2 | 18.7% | ? | 0.5% | i | 17.8% | 9.6% | . | i
`C#CCONC(=O)c1cc(OCC(F)(F)F)ccc1OCC(F)(F)F` is entered as 17.7 | -6.2% | 26.9% | -9.3% | i | -0.6% | 9.0% | 3.0% | i
`O=C(NCc1ccc2c(c1)OCO2)C1CC(=O)N(C2CCCC2)C1` (stereo unspecified) is entered as -14.2 | -13.3% | 9.5% | -4.0% | i | 7.4% | -15.0% | 35.8% | .
`O=C(NC1CCCCC1)c1ccc(-c2ccccc2[N+](=O)[O-])o1` is entered as ? | -23.4% | ? | 13.6% | -8.6% | -6.3% | -2.2% | 8.7% | i
